H9c2 TAG inh – triacylglycerol accumulation inhibition; 0.66% of 230,000 active; inhibition, % at 12.5 µM; H9c2 cells, Nile Red lipid (TAG) fluorescence; cells loaded with 200 µM oleic acid;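 active = pattern-corrected inhibition of lipid staining of at least 50% with the nuclear-stain viability signal not falling by more than 50%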;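 note: 0% = DMSO wells and 100% = triacsin C control wells; some results filed as inactive read as strong as hits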
H9c2 TAG inh DAPI viability – further read-out of H9c2 TAG inh, marked with its call; DAPI nuclei signal change (viability), lower = more cytotoxic, %;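 whole-well DAPI fluorescence read on a plate reader as a viability signal; minus 50 percent equals half of cells still viable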
The depositor's hits bear a star. A portion of the library; the hit share may differ from the screen's.

Every second line gives: H9c2 TAG inh	H9c2 TAG inh DAPI viability
CCCOc1ccc(N2C(=O)CC(NCc3ccncc3)C2=O)cc1 (configuration not stated)
 : -14	-10
COc1ccc(NC(=O)CSc2nccn2-c2ccccc2)cc1
 : -25	3
COc1ccc(C2/C=C\CN(C(=O)Nc3ccc(C(F)(F)F)cc3)CC(=O)N2Cc2ccc(F)cc2)cc1 (configuration not stated)
 : 14	10
COc1ccc(-c2nc(CN3CCCCC3c3nccn3C)c(C)o2)c(C)c1C (configuration not stated)
 : -19	33
CC(C)(C)c1n[nH]c(=S)n(N)c1=O
 : 3	-8
COc1ccc2c(CC(=O)N3CCN(S(=O)(=O)c4cccs4)CC3)coc2c1
 : -1	-5
Cc1cccc2cc(CN(C(=O)c3cccc([N+](=O)[O-])c3)C(C)C)c(=O)[nH]c12
 : 11	-8
O=C1CC(/C=C/c2cccnc2)=Nc2ccccc2N1
 : 6	-7
Cc1cccc(C(=O)Oc2ccc(/C=N/NC(=O)c3ccncc3)cc2)c1
 : 0	-5
CCn1c(SCC(=O)Nc2ccc(N3CCOCC3)cc2)nnc1-c1ccco1
 : 1	3

Given bar-delimited: entries from further up.
structure | H9c2 TAG inh | H9c2 TAG inh DAPI viability
CCn1c(SCC(=O)Nc2ccc(N3CCOCC3)cc2)nnc1-c1ccco1 | 1 | 3
O=C1CC(/C=C/c2cccnc2)=Nc2ccccc2N1 | 6 | -7
COc1ccc2c(CC(=O)N3CCN(S(=O)(=O)c4cccs4)CC3)coc2c1 | -1 | -5
COc1ccc(NC(=O)CSc2nccn2-c2ccccc2)cc1 | -25 | 3
COc1ccc(-c2nc(CN3CCCCC3c3nccn3C)c(C)o2)c(C)c1C (configuration not stated) | -19 | 33
COc1ccc(C2/C=C\CN(C(=O)Nc3ccc(C(F)(F)F)cc3)CC(=O)N2Cc2ccc(F)cc2)cc1 (configuration not stated) | 14 | 10

The list continues.
Every second line gives: H9c2 TAG inh	H9c2 TAG inh DAPI viability
O=C(CNC(=O)c1cccs1)Nc1cccc(S(=O)(=O)N2CCOCC2)c1
 : -5	2
CN=C1SC(CC(=O)Nc2cccc(Cl)c2Cl)C(=O)N1C (configuration not stated)
 : 7	-3
CS(=O)(=O)N(CC(=O)N1CCc2ccccc2C1)c1ccccc1F
 : -4	-2
CC(C)CSC1=NSC2=NC(=O)/C(=C\c3ccccc3)C(=N)N12
 : -9	3
Cc1ccsc1-c1cc2nc(NCCOc3ccccc3Cl)n(C)c(=O)c2s1
 : 8	-5
CCCn1c(C)cc(C(=O)Cn2nnc3ccccc3c2=O)c1C
 : 2	-8
CCCCC(CC)CNC(=O)CC1Nc2c3ccccc3nc(=S)n2C1=O (configuration not stated)
 : 17	-2
COc1cccc(SCC2(O)CCN(C(=O)c3ccc(Cl)cc3)CC2)c1
 : -15	12
CCN(CC)CCNC(=O)c1ccc(NS(=O)(=O)c2ccc3c(c2)OCCO3)cc1
 : 2	-5
CC(C)N(Cc1nnc(-c2ccc(Cl)cc2)o1)C(=O)c1cc2ccccc2o1
 : -11	1

Later entries.
Every second line gives: H9c2 TAG inh	H9c2 TAG inh DAPI viability
C=C(C)CNC(=S)Nc1cccc(N)n1
 : 4	-3
O=S(=O)(c1ccc(SCCOc2cccc(Br)c2)nc1)N1CCCC1
 : -53	-7
Cc1ccc(SCC(=O)Nc2ncc(C)s2)cc1
 : 6	-7
CCCn1c(SCC(=O)Nc2ccc(S(=O)(=O)N(C)C)cc2)n[nH]c1=O
 : 18	-8
Cc1ccc(C)c(NS(=O)(=O)c2cc(C(=O)NCC3CCCO3)ccc2C)c1 (configuration not stated)
 : 2	-4
O=C(c1cc(COc2ccc(F)cc2Cl)on1)N1CCc2ccccc2C1
 : -13	0
O=C1C2C(C(=O)N1CCN1CCN(Cc3ccc([N+](=O)[O-])cc3)CC1)[C@H]1C=C[C@@H]2C1 (some centres not stated)
 : 3	-3
CCN1CCCC1CNC(=O)c1ccc(Sc2ccccc2Cl)c([N+](=O)[O-])c1 (configuration not stated)
 : 3	15
O=c1c2[nH]c3ccccc3c2ncn1Cc1ccncc1
 : 3	-6
COc1cnn(-c2cccc(C(F)(F)F)c2)c(=O)c1Cl
 : 3	-2

Taken from above:
`O=C1C2C(C(=O)N1CCN1CCN(Cc3ccc([N+](=O)[O-])cc3)CC1)[C@H]1C=C[C@@H]2C1` (some centres not stated) in H9c2 TAG inh DAPI viability is entered as -3
`Cc1ccc(C)c(NS(=O)(=O)c2cc(C(=O)NCC3CCCO3)ccc2C)c1` (configuration not stated) in H9c2 TAG inh is entered as 2

(cont.)
Every second line gives: H9c2 TAG inh	H9c2 TAG inh DAPI viability
COc1ccc(NC2=CC(c3ccccc3)N(c3ccc(OC)cc3)C2=O)cc1 (configuration not stated)
 : -2	12
Cc1cccc(C)c1NC(=O)c1cccc(C(=O)Nc2c(C)cccc2C)n1
 : 16	-2
COc1cc2ccc(C(=O)O)cc2cc1OC
 : 3	-5
Cc1ccc(NC(=O)CCC(=O)N/N=C/c2cc([N+](=O)[O-])ccc2O)cc1
 : -7	2
Cc1c[n+]([O-])ccc1Oc1ccc([N+](=O)[O-])cc1
 : 24	-19
COC(=O)c1cc(-c2ccc(OC)cc2)on1
 : 7	-6
CCc1c(O)nc(SCC(=O)Nc2ccc3c(c2)CCC3)[nH]c1=O
 : -7	0
O=C(OCc1ccc(Cl)cc1)c1cnccn1
 : -2	-4
CCn1nc(C(=O)Nc2cc(Cl)ccc2-n2cncn2)c2ccccc2c1=O
 : 26	6
O=C(c1ccc(-n2cncn2)c([N+](=O)[O-])c1)N1CCN(S(=O)(=O)c2ccc(F)c(F)c2)CC1
 : 16	-7

(listing goes on)
Every second line gives: H9c2 TAG inh	H9c2 TAG inh DAPI viability
C/C(=C\C1CCCCC1)C(NC(=O)c1ccc(C(F)(F)F)cc1)c1ccc(-c2ccccc2)cc1 (configuration not stated)
 : 14	-5
CN(C)CCCN(C(=O)c1nc2ccccc2s1)c1nc2ccc(F)cc2s1
 : -4	3
CCCNC(=O)Cn1c(=O)oc2cc(S(=O)(=O)N3CCCC3)ccc21
 : -4	-7
Cc1[nH]nc(-c2ccc(OCc3cnn(-c4ccccc4)c3)cc2O)c1Oc1ccccc1F
 : 38	-9
C=CCN(c1ccccc1)S(=O)(=O)c1ccc(Cl)c(C(=O)OCC(=O)NCCCN2CCCC2=O)c1
 : 12	-3
O=C(/C=C/c1cccc(Br)c1)NCc1ccncc1
 : 0	-1
CCC(=O)NCCc1nc2ccccc2n1CC
 : 13	-7
O=C(CSc1nc(=O)n(CCCN2CCOCC2)c2c1CCC2)Nc1cccc(F)c1
 : 8	7
COc1ccc(S(=O)(=O)N2CCOCC2)cc1NC(=O)CCCSc1ccccc1
 : -13	-1
O=C(CN1CCN(Cc2ccccc2)C1=O)NCc1cccs1
 : 4	-7

Additional records
Every second line gives: H9c2 TAG inh	H9c2 TAG inh DAPI viability
CC(=O)c1cn(CC(=O)NCC2CCCO2)c2ccccc12 (configuration not stated)
 : 7	-7
CCOc1ccc(C(=O)N2CCN(c3cccc(Cl)c3)CC2)cc1
 : -4	-2
CCCn1c(N)c(C(=O)CSc2n[nH]c(-c3ccccc3F)n2)c(=O)n(C)c1=O
 : 1	-11
COc1ccc(CCNC(=O)C2(C)CCC(=O)N2CCC(C)C)cc1OC (configuration not stated)
 : 1	-1
COC(=O)C[C@H]1C[C@H]2c3cc(NS(=O)(=O)c4cccc(OC)c4)ccc3O[C@H]2[C@@H](CO)O1
 : -2	1
N#Cc1cccc(-n2nnnc2-c2ccc3c(c2)OCO3)c1
 : -9	2
CC(=O)N1CCN(C(=O)c2ccc(NS(=O)(=O)c3cc(C)ccc3C)cc2)CC1
 : 10	-3
O=C(COC(=O)/C=C/c1ccccc1)NC(=O)NC1CCCCC1
 : 4	-1
CCn1c(=NC(=O)c2ccc(S(=O)(=O)N3CCOCC3)cc2)sc2cccc(OC)c21
 : -6	12
O=C(CNC(=O)c1ccc(Br)cc1)N/N=C/c1ccc[nH]1
 : 3	5

More results.
Every second line gives: H9c2 TAG inh	H9c2 TAG inh DAPI viability
COc1ccc(C(=O)NCCc2cn3ccccc3n2)cc1
 : -40	1
NC(=O)CSc1nc2ccccc2n1Cc1ccccc1
 : 1	-10
O=C(C(=Cc1ccc(F)cc1)c1ccccc1)c1ccc(O)cc1
 : -16	-3
COc1ccc(S(=O)(=O)Nc2ccccc2N2CCOCC2)cc1OC
 : -4	-6
CCCCN(CCCC)C(=O)C1CC=CCC1C(=O)O (configuration not stated)
 : 17	-8
CN(Cc1ccccc1)C(=O)c1ccccc1N(C)S(=O)(=O)c1ccccc1
 : -3	7
Cc1ccc(C(=O)NNC(=O)c2cc3cc4ccccc4nc3s2)cc1
 : -18	12
CN(C)/C=N/C(=S)Nc1ccccc1Cl
 : 5	-6
Cc1ccc(S(=O)(=O)N2CCN(C(=O)CSC3CCCC3)CC2)c(C)c1
 : 11	-6
O=C(CSc1nnnn1-c1ccccc1)c1ccc(O)cc1O
 : -5	9

(listing goes on)
Every second line gives: H9c2 TAG inh	H9c2 TAG inh DAPI viability
COc1cc(C=O)ccc1OCC(=O)N1CCCC1
 : -1	-13
CC(Sc1ccc(S(=O)(=O)N(C)C)cn1)C(=O)NC1CCCC1 (configuration not stated)
 : 14	-1
C#Cc1cccc(C(=O)N2CCCC(C(=O)c3ccc(OC)cc3C)C2)c1 (configuration not stated)
 : -8	-10
CCC(Cc1ccccc1)NC(=O)c1cc(S(=O)(=O)N2CCCCC2)c[nH]1 (configuration not stated)
 : -14	-5
CC(C)NC(=O)C1(C)CCCN1Cc1ccccc1 (configuration not stated)
 : -11	3
CN1[C@@H]2CC[C@H]1CC(OC(=O)C(CO)c1ccccc1)C2 (some centres not stated)
 : 13	-2
CCOc1ccc(CN2C(=O)c3ccccc3C2=O)cc1C(=O)NC1CC(C)(C)NC(C)(C)C1
 : -23	9
COc1ccc(CCC(=O)NCCS(=O)(=O)N2CCN(c3ccccc3F)CC2)cc1
 : -5	-1
Cc1cccnc1NC(=O)C1CCCN(S(=O)(=O)c2ccc3c(c2)oc(=O)n3C)C1 (configuration not stated)
 : 0	-4
Cc1cc(NC(=O)CSc2nnc(-c3cccc(F)c3)n2N)no1
 : 6	3

More results follow.
Every second line gives: H9c2 TAG inh	H9c2 TAG inh DAPI viability
Cc1ccc(S(=O)(=O)N(C)C)cc1NC(=S)Nc1ccc2[nH]c(=O)[nH]c2c1
 : -3	7
COc1ccc(-c2ccc(SCC(=O)Nc3nccs3)nn2)cc1OC
 : 6	-9
CC(C)NC(=O)c1ccc2c(c1)nnn2C
 : 16	-2
CC1CC1C(=O)N1CCN(S(=O)(=O)c2cccc(F)c2)CC1 (configuration not stated)
 : -23	11
CC(C)[C@H](NC(=O)c1ccccc1)C(=O)Nc1cccc(S(=O)(=O)N2CCOCC2)c1
 : -21	-7
COc1ccc(/C=N/NC(=O)c2ccccc2OC)cc1COc1ccccc1[N+](=O)[O-]
 : -19	-5
CCN(CC)C(=O)C1=C(C)N(Cc2ccccc2)C(=O)C(CC(=O)NCCN2CCOCC2)C1 (configuration not stated)
 : -10	-6
COc1ccc(CCN(CC(=O)NC(C)(C)C)C(=O)Cn2nnc(-c3ccc(C)o3)n2)cc1OC
 : 3	-11
COc1ccc(C(=O)OCC(=O)N2C(C)CCCC2C)cc1[N+](=O)[O-] (configuration not stated)
 : 4	-1
CC(C)c1nc(SCC(=O)Nc2ccc3c(c2)OCCO3)n[nH]1
 : -1	7

(continued)
Every second line gives: H9c2 TAG inh	H9c2 TAG inh DAPI viability
Cn1c(SCC(=O)NCC2CCCO2)nnc1-c1ccco1 (configuration not stated)
 : -7	5
Cc1ccc(S(=O)(=O)c2ccc(Oc3cccc(C)c3)cc2)cc1
 : -2	11
c1cncc(-c2cn(C[C@H]3CC[C@@H]([C@@H]4CC[C@H](Cn5cc(-c6cccnc6)nn5)O4)O3)nn2)c1
 : 20	-3
COc1cccc(-c2csc(N3CCN(C(=O)NC45CC6CC(CC(C6)C4)C5)CC3)n2)c1
 : 15	0
COC(=O)c1cn(C(=O)c2cc(Cl)ccc2Cl)c2ccccc12
 : 2	3
CCOC(=O)N/N=C(C)/C=C/c1ccco1
 : 2	1
COc1ccc(CN(C)C(=O)c2ccc(NS(=O)(=O)c3ccccc3)cc2)c(OC)c1
 : 7	0
CC(C#N)(CCc1ccccn1)CCc1ccccn1
 : -9	1
Cc1ccccc1C1=C/C(=C(\SS/C(C(=O)c2ccc(OCC(=O)O)c(Cl)c2Cl)=C2\C=C(c3ccccc3C)SS2)C(=O)c2ccc(OCC(=O)O)c(Cl)c2Cl)SS1
 : 17	9
O=C(O)COc1ccccc1/C=N/NC(=O)CSc1nc2ccccc2s1
 : -2	11

The list goes on:
Every second line gives: H9c2 TAG inh	H9c2 TAG inh DAPI viability
CCOC(=O)c1ccc(Oc2nc(OC)nc(N(C)C)n2)cc1
 : 3	-7
O=C(c1ccc(N2CCCC2=O)cc1)N1CCN(c2ccc(C(F)(F)F)cc2[N+](=O)[O-])CC1
 : -14	-5
COc1cc(-c2noc(C)c2C(=O)NCC[C@@H]2CCCN2C)cc(OC)c1OC
 : -10	0
COc1ccc(OC)c(-c2nc3ccccc3nc2-c2ccccc2)c1
 : 7	-2
C=CCn1c(SCC(=O)c2ccc(O)c(O)c2)nnc1-c1ccccc1OC
 : 2	-14
COc1ccc(C(=O)OCC#CCSc2nnc(-c3cccc4ccccc34)o2)cc1
 : 4	-2
CN(CCc1ccccn1)C(=O)CCC1CCCN(C(=O)CCOc2ccccc2)C1 (configuration not stated)
 : 8	-3
Cc1cccn(Cc2c(Cl)cccc2Cl)c1=O
 : 0	-7
Cc1ccc(S(=O)(=O)CCC#N)cc1
 : -4	5
Cc1cccc(C(=O)Nc2cc(S(=O)(=O)N3CCOCC3)ccc2N2CCCCC2)c1
 : 15	-8

Grouped by structure: the compounds so far with bromine
Every second line gives: H9c2 TAG inh	H9c2 TAG inh DAPI viability
O=S(=O)(c1ccc(SCCOc2cccc(Br)c2)nc1)N1CCCC1
 : -53	-7
O=C(/C=C/c1cccc(Br)c1)NCc1ccncc1
 : 0	-1
O=C(CNC(=O)c1ccc(Br)cc1)N/N=C/c1ccc[nH]1
 : 3	5
